# mIAP block = inhibitors of mouse IAP, primary screen, biochemical, luminescence, uHTS; AID 2806, 2010; 0.2% of 330,000 active; intestinal alkaline phosphatase [Mus musculus]; purified mouse IAP, CDP-Star luminescence, 30 min; inhibition, % at 10 µM;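 active = inhibition of at least 40% at 10 µM in the primary screen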;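 also: plate controls were DMSO with enzyme for no effect and no enzyme wells for full effect; values of inactives mirror those of a sister screen read the other way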
# MIN6 prolif = inducers of MIN6 beta-cell proliferation, primary screen, ATP luminescence, uHTS; MIN6 cells proliferation, ATPlite luminescence, 48 h; cells starved in 0.2% serum; 100% = growth in 10% serum; proliferation, % at 10 µM; 0.29% of 330,000 active; AID 2380, 2010;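 active = compounds whose signal lies at least 3.5 SD above the mean of all wells on their plate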;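 also: 0% = DMSO-treated cells in low-serum medium and 100% = 10% serum control; some compounds called inactive have numbers as strong as hits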
# APOBEC3A inh = APOBEC3A ssDNA deaminase inhibitors, primary screen, selectivity assay for APOBEC3G inhibitor project, biochemical, FAM/TAMRA oligo cleavage fluorescence | recombinant A3A, FAM/TAMRA ssDNA deamination fluorescence | AID 493011, 2011 | inhibition, % at 20 µM | 0.41% of 330,000 active;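 active = at least 40% inhibition at 20 µM here, with at most 30% in a related deaminase screen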;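 also: plate controls were A3A with DMSO for no effect and wells lacking A3A enzyme for full effect; some results filed as inactive read as strong as hits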
# Target sequence (P31941 whole entry, looked up): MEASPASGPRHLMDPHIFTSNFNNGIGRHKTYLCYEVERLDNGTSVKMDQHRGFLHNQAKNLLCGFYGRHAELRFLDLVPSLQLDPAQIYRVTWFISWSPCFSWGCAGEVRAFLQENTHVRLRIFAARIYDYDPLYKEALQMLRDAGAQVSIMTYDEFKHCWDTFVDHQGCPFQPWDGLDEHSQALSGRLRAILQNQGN
# mIAP act = activators of mouse IAP, primary screen, biochemical, luminescence, uHTS; intestinal alkaline phosphatase [Mus musculus]; muIAP, CDP-Star luminescence, 30 min; hits give high values; 1 = vehicle-only enzyme signal, 0 = enzyme-free wells; activation factor at 10 µM; 0.24% of 330,000 active;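 active = activation factor of at least 2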; also: the source names both 10 and 20 µM as test concentration; values of inactives mirror those of a sister screen read the other way
#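 System: Mouse IAP enzyme | Also added: CDP-Star substrate | Dosing: Compounds dispensed in DMSO | Schedule: 30 min enzyme-substrate-compound incubation at room temperature | Technique: Chemiluminescence readout | Control set: DMSO-only wells and no-enzyme negative control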
# SENP1 FRET inh = human SENP1 catalytic domain inhibitors, primary screen, biochemical, FRET, uHTS. recombinant SENP1 catalytic domain, CyPet-SUMO1-YPet FRET cleavage. inhibition, % at 10 µM. 0.21% of 360,000 active. AID 624204, 2012;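 active = inhibition at least 30% at 10 µM, raw YFP signal under a set limit, fluorescence ratio 0.5 to 1.5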;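 also: 0% = enzyme with DMSO and 100% = no enzyme wells; some results filed as inactive read as strong as hits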
# Target sequence (Q9P0U3 419-644 limits assumed): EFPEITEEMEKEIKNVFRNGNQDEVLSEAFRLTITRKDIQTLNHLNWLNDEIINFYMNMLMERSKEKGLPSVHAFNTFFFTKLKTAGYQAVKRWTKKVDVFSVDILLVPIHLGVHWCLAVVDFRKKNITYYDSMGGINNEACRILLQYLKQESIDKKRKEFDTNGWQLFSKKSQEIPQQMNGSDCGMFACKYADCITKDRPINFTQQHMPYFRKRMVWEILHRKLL
#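 Material – human SENP1 catalytic domain · Input – SENP1 enzyme, 20 pM final · Compound dosing – single concentration of 10 µM compound, 0.5% DMSO final · Timing – enzyme reaction for 50 min at room temperature, dark · Measured by – FRET fluorescence in CFP and YFP emission channels · Control set – no-enzyme wells low, DMSO-plus-enzyme wells high control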
# hIAP activ = human IAP activators, primary screen, biochemical, luminescence, uHTS. purified human IAP, CDP-Star luminescence, 30 min; hits give high values; 1 = vehicle-only enzyme, 0 = enzyme-free background. 0.16% of 330,000 active. Intestinal-type alkaline phosphatase (Homo sapiens), P09923. activation factor at 10 µM. AID 2524, 2010;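 active = activation factor of the enzyme at least 2-fold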; also: the source names both 10 and 20 µM as test concentration; values of inactives mirror those of a sister screen read the other way
# hIAP block = human IAP inhibitors, primary screen, biochemical, luminescence, uHTS; inhibition, % at 10 µM; AID 2544, 2010; purified IAP, CDP-Star luminescence, 30 min; 0.12% of 330,000 active; Intestinal-type alkaline phosphatase (Homo sapiens), P09923;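 active = inhibition reaching a set limit with compound at 10 µM in the primary screen, cut at about 35% in these data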;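 also: plate controls were DMSO wells with enzyme for no effect and no-enzyme buffer wells for full effect; values of inactives mirror those of a sister screen read the other way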
# APOBEC3G inh = APOBEC3G DNA deaminase inhibitors, primary screen, biochemical, fluorescence, single-stranded DNA substrate, uHTS | inhibition, % at 20 µM | AID 493012, 2011 | recombinant A3G, ssDNA deamination FAM/TAMRA fluorescence | 0.28% of 330,000 active;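 active = inhibition of at least 40% at 20 µM, with no more than 30% in the related APOBEC3A deaminase screen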;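 also: plate controls were DMSO wells with A3G for no effect and wells lacking A3G enzyme for full effect; some compounds called inactive have numbers as strong as hits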
# Target sequence (Q9HC16 whole entry, looked up): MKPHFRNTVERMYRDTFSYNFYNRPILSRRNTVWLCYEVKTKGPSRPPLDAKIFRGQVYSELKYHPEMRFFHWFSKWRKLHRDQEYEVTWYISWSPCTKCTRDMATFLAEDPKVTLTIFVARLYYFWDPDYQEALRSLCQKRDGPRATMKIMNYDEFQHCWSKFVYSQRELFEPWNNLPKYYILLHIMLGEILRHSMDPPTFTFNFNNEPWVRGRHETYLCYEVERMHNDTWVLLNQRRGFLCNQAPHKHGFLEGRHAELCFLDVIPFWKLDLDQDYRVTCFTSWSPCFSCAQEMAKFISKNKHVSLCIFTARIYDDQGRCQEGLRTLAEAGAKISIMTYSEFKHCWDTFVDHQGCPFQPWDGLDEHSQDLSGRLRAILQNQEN
# NALP3 yeast inh = NALP3 inflammasome inhibitors in reconstituted yeast, primary screen, luminescence, uHTS; inhibition, % at 10 µM; AID 2825, 2010; Yeast reconstituted NLRP3/ASC/caspase-1, beta-gal luminescence, 24 h; 0.39% of 330,000 active;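 active = inhibition of 50% or more; inactive = inhibition below 50%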;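 also: plate controls were induced DMSO wells for no effect and uninduced yeast grown without galactose for full effect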
# * hit, by the source's call.
smiles	mIAP block	MIN6 prolif	APOBEC3A inh	mIAP act	SENP1 FRET inh	hIAP activ	hIAP block	APOBEC3G inh	NALP3 yeast inh
COc1cccc(OC)c1OCCOCCn1cnc2ccccc2c1=O	2.3	-4.7	-8.4	0.977	0.5	1.06	-5.8	-8.2	4.0
CCc1ccccc1-n1ncc(C(=O)Nc2ccccc2OC)c1C	-3.8	-2.6	4.0	1.04	2.5	1.01	-0.6	0.5	14.1
COc1ccc(NC(=O)C(c2ccc(C)cc2)N(C)C(=O)c2cnccn2)cc1 (stereo not given)	4.1	-1.9	-3.7	0.959	1.4	0.995	0.5	-3.9	10.5
Cc1ccc(NC(=O)N2CCCn3c(SCC(=O)c4ccccc4)nnc32)cc1	9.3	-1.9	-3.3	0.907	3.2	0.915	8.5	-11.5	44.7
COc1ccc2nc(SCC(=O)Nc3ccccc3C)[nH]c2c1	1.1	-1.6	3.5	0.989	1.9	1.05	-4.7	1.6	8.2
O=C(CCC1CCCCC1)NCCS(=O)(=O)N1CCN(c2ccc(F)cc2)CC1	-9.1	-3.0	1.4	1.09	1.1	0.959	4.1	-1.4	24.9
CCCCn1nc2cc(C(=O)NCC3CC3)ccc2c1OCC	-1.1	-2.9	-2.6	1.01	1.6	0.885	11.5	-7.0	7.9
COc1ccc(-c2csc3ncn(-c4cccc(C)c4)c(=O)c23)cc1OC	1.4	-0.5	-3.8	0.986	-1.6	1.21	-20.8	-8.7	-0.1
CC1CCCCN1C(=O)Nc1ccccc1Cl (stereo not given)	-3.1	-4.1	-1.8	1.03	2.1	1.12	-12.4	-2.9	6.8
CCOC(=O)c1c(C)[nH]sc1=S	8.6	0.2	-0.5	0.914	0.2	1.03	-3.3	5.5	18.5
COc1ccc(CCNC(=O)c2cnc(Cl)c(Cl)c2)cc1	-3.7	-4.9	-2.4	1.04	-1.4	0.972	2.8	15.5	27.9
CCn1cc(CN2CCC(n3nccc3NC(=O)c3cccc(F)c3)CC2)c(C)n1	-1.7	1.0	-0.1	1.02	-0.5	1.45	-44.9	-2.3	8.1
Cc1ccc(S(=O)(=O)c2cc3c(=O)n4ccccc4nc3n(C)c2=N)cc1	5.3	-3.3	-4.9	0.947	-26.8	0.858	14.2	-6.9	29.0
Cc1ccc(C(=O)NNC(=O)CNc2cccc(Cl)c2)cc1	-10.4	-2.8	-3.8	1.1	-0.9	1.68	-68.3	-6.3	1.8
CC(=O)NC(CCCN1C(=O)c2ccccc2C1=O)c1nnn(C)n1 (stereo not given)	10.9	0.0	1.3	0.891	0.2	1.04	-3.9	-3.7	4.5
CCOC(=O)N1CCN(S(=O)(=O)c2ccc(C)cc2)C1	0.7	-0.7	-4.2	0.993	1.0	0.934	6.6	-4.0	-4.5
Cc1ccc(S(=O)(=O)Oc2ccc3ccc(O)cc3c2)cc1	13.2	-2.1	-2.4	0.868	-0.5	0.979	2.1	-4.6	-7.2
CC(C)CCNC(=O)C1CCN(S(=O)(=O)c2ccc3nc4c(c(C(=O)O)c3c2)CCCCC4)CC1	6.7	-2.2	-5.6	0.933	0.0	1.02	-2.5	-6.4	7.8
CC1CCc2cc(F)ccc2N1S(=O)(=O)c1ccc(Cl)nc1 (stereo not given)	-4.4	-3.1	0.9	1.04	-0.4	1.03	-3.3	-10.8	22.6
CCCCn1c(-c2csc(CC)c2)n[nH]c1=S	-7.1	0.0	-1.1	1.07	0.4	1.01	-1.1	31.5	29.6
O=C(CN1C(=O)C(=O)N(CCC2=CCCCC2)C1=O)c1c[nH]c2ccccc12	-10.0	-1.6	-3.0	1.1	-3.3	0.956	4.4	-6.6	5.7
O=C(CCCCCNC(=O)N1CCn2c1nc1ccccc12)N[C@H](C(=O)O)c1ccccc1	5.7	-4.2	1.2	0.943	3.5	0.999	0.1	7.2	1.1
COc1cccc(CC2(CO)CCN(C(=O)NCCc3ccccc3)CC2)c1	6.6	-4.2	4.5	0.934	-0.2	0.906	9.4	0.0	4.1
O=C(CC(SCCO)c1ccc2c(c1)OCO2)c1cccs1 (stereo not given)	1.0	-4.4	0.5	0.99	-2.9	0.952	4.8	-4.4	20.6
O=C(O)c1ccc(/C=C/c2nc3sc4c(c3c(=O)[nH]2)CCC4)cc1	1.0	-0.2	4.5	0.99	-31.5	0.888	11.2	-10.2	-5.1
O=C(/C=C/c1c(F)cccc1Cl)c1ccc(O)cc1	7.0	-6.2	-4.5	0.93	2.6	0.895	10.5	2.3	91.0*
COc1ccc(C2CC(C(F)(F)F)n3nc(C(=O)O)c(Br)c3N2)cc1 (stereo not given)	-12.5	-2.8	-1.1	1.12	0.2	1.04	-3.9	-3.7	8.8
COC(=O)C(C#N)C(=C1C(=O)CC(C)(C)CC1=O)c1ccc(O)cc1 (stereo not given)	-4.3	-4.7	-4.2	1.04	1.7	1.21	-20.6	-5.4	16.1
COc1ccc(OC)c(CCNC(=O)CN2C(=O)COc3ccc(S(=O)(=O)N4CCOCC4)cc32)c1	-1.8	1.8	-3.7	1.02	0.7	1.27	-26.6	-5.4	-9.5
CCCCNC(=O)CNC(=S)N(Cc1ccc(C)cc1)Cc1ccco1	-9.5	-2.1	-1.6	1.09	-3.9	1.02	-2.1	-4.3	14.9
OCCCCNCc1ccc(OCc2ccccc2Cl)cc1	6.7	-3.2	0.5	0.933	3.3	1.07	-6.8	0.6	32.1
CCNS(=O)(=O)c1ccc(NC(=O)c2ccccc2OCC)cc1	5.2	-1.5	-1.0	0.948	0.5	0.797	20.3	-2.6	-3.3
COc1cc(C(=O)NC(=S)Nc2cccc(-c3cc4ccccc4oc3=O)c2)cc(OC)c1OC	7.1	-3.7	-2.5	0.929	-1.4	0.992	0.8	-8.2	12.0
Cc1ccn(CC(=O)N2CCCC(Nc3ccc(F)c(F)c3)C2)n1 (stereo not given)	-9.5	1.3	-1.0	1.09	-2.0	0.762	23.8	1.8	19.5
O=C1OCCC1Sc1nnnn1-c1ccc(Cl)cc1 (stereo not given)	2.4	-1.4	1.6	0.976	3.2	0.855	14.5	-2.5	11.3
C=CCn1c(SCC(=O)c2c(C)[nH]c3ccccc23)nnc1-c1ccncc1	6.0	-3.7	4.5	0.94	-5.1	0.987	1.3	-8.4	5.2
CC(C)C1/C(=N/O)CC(c2ccccc2)NC1c1ccccc1 (stereo not given)	0.9	1.7	-0.5	0.991	0.6	1.11	-11.4	-4.7	30.5
Cc1c(NS(=O)(=O)c2ccc(Br)s2)c(=O)n(-c2ccccc2)n1C	-17.1	-1.5	-1.5	1.17	1.6	1.14	-13.8	-6.7	5.5
COc1ccc(CCNC(=O)C23CN(Cc4ccccc4)CC2C(c2ccc([N+](=O)[O-])cc2)=NO3)cc1 (stereo not given)	6.0	-6.9	2.4	0.94	1.2	1.1	-10.3	-4.5	20.6
O=c1[nH]c2ccccc2nc1C(F)(F)F	5.6	0.2	3.5	0.944	-8.8	1.01	-0.9	-1.5	6.8
CN(C1CCS(=O)(=O)C1)S(=O)(=O)c1cccc2nsnc12 (stereo not given)	-8.5	-0.9	-1.9	1.08	2.5	1.1	-10.1	-4.3	30.8
Cc1ccc(-c2nc3ccccc3s2)cc1S(=O)(=O)N1CCCC1	6.5	-4.8	5.6	0.935	1.0	0.909	9.1	-2.5	-25.1
Cc1c(Cl)c(=O)oc2cc(OCC(=O)N3CCCC(C)C3)ccc12 (stereo not given)	-9.4	3.2	-2.2	1.09	-57.3	0.935	6.5	-3.8	16.8
COc1ccc(-n2c(O)c(/C=N/NS(=O)(=O)c3ccc(C)c([N+](=O)[O-])c3)c3ccccc3c2=O)cc1OC	9.9	0.0	-10.7	0.901	31.8	1.01	-1.5	-25.6	5.3
CCn1c(SCC(=O)Nc2ccc(NC(C)=O)cc2)nc2c([nH]c3ccccc32)c1=O	-4.9	-5.5	-2.6	1.05	-0.5	1.28	-27.9	-2.4	6.9
Cc1cc(C)nc(SCC(=O)N2CCCCC2)n1	2.5	-1.5	-2.2	0.975	1.3	0.914	8.6	-4.6	11.0
CC(C)(C)C(=O)NC1CC2CCCC(C1)N2C(=O)Nc1ccc(Cl)cc1 (stereo not given)	2.3	-3.0	-1.7	0.977	1.2	1.17	-16.5	-5.7	20.9
NC(=O)C1CCCN(C(=O)CCC(=O)c2cccs2)C1 (stereo not given)	-2.4	-2.4	-1.5	1.02	1.5	1.02	-2.0	-4.5	16.2
CC(=O)Nc1ccc(C(=O)N(C)c2ccccc2)cc1	-0.8	-3.8	1.6	1.01	2.0	1.02	-1.9	-4.6	0.2
O=C1NC2(CCCCC2)Oc2ccccc21	-12.7	-1.8	-0.9	1.13	1.5	1.04	-3.9	-5.3	0.7
Cc1c(NC(=O)CN2C(=O)C3C4C=CC(C4)C3C2=O)c(=O)n(-c2ccccc2)n1C (stereo not given)	3.5	-1.4	-3.5	0.965	-78.0	1.23	-23.1	-6.5	16.1
CCOCC(=O)Nc1sc2c(c1C(=O)OCC)CCCC2	-10.1	-2.9	3.2	1.1	-2.9	0.942	5.8	3.7	6.2
CC(C)(C)OC(=O)NCCCCCNC(=O)c1[nH]cnc1C(=O)N[C@@H](CCCCNC(=O)OC(C)(C)C)C(=O)OC(C)(C)C	-2.8	-7.4	-3.6	1.03	2.2	1.48	-47.8	-13.3	4.7
Cc1ccc(CN(C)c2ccc(S(=O)(=O)N3CCCC3)cn2)cc1	-1.3	-5.7	-5.5	1.01	-2.4	0.642	35.8*	-8.1	-0.6
Cn1c(NCC(O)CO)nc2c1c(=O)n(Cc1ccc(Cl)c(Cl)c1)c(=O)n2C (stereo not given)	-9.3	-1.5	1.0	1.09	-0.5	0.91	9.0	0.2	14.0
CCn1c(SCC(=O)N2CCCC(C)C2)nnc1-c1ccco1 (stereo not given)	4.1	-3.4	-0.3	0.959	7.7	0.979	2.1	-5.5	7.3
O=C(N/N=C\c1c(O)ccc2ccccc12)c1cncc(Br)c1	27.9	-4.0	-35.3	0.721	-28.0	1.93	-93.1	-59.5	37.5

# Not all compounds are listed. The share of hits here may be higher or lower than overall.
